STK33 kinase inh – inhibitors of human STK33 kinase. purified STK33, MBP phosphorylation, ADP-Glo luminescence. inhibition, % at 10 µM. 320,000 tested, 0.073% active. AID 2661. Q9BYT3;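 active = inhibition at or above 25%, using the most active replicate where run in duplicate; inactive = inhibition below 25%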
Target sequence (Q9BYT3 whole entry, looked up): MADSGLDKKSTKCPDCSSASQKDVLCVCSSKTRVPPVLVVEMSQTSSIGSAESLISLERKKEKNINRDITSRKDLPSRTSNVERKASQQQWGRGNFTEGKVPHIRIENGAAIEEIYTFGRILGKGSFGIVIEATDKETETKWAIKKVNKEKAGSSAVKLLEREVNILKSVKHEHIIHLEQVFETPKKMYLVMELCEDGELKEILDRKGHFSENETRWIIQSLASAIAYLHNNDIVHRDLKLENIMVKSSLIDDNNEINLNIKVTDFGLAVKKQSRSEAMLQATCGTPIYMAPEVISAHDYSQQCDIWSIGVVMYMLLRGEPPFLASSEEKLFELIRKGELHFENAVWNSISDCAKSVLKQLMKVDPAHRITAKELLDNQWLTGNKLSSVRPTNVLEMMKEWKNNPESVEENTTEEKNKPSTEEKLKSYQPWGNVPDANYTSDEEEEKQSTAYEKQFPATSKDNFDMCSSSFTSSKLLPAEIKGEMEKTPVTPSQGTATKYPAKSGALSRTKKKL
KCNQ2 block – KCNQ2 channel blockers in CHO-K1 cells – cell-based, FluxOR thallium flux, B-score, primary screen (AID 2156). 20 min; hits give low values. B-score at 10 µM. 310,000 tested, 1.1% active;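 active = fluorescence ratio B-score at most minus 3 library SDs, with starting brightness B-score within 2 library SDs, cut at about -5.5 in these data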
Kir21 inh – Kir2.1 (mouse) channel inhibition | P35561 | HEK293-Kir2.1, FluxOR thallium flux fluorescence; hits give low values | B-score at 10 µM | 310,000 tested, 0.85% active | AID 1672;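 active = fluorescence ratio B-score at or below minus 3 SD of library scores, with starting-brightness B-score within 2 SD, cut at about -4.2 in these data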;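 also: channel flux triggered by added potassium and thallium sulfate stimulus; B-score of peak minus minimum fluorescence over baseline after thallium stimulus; more negative B-score means stronger Kir2.1 block with less thallium influx; some compounds called inactive have numbers as strong as hits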
Target sequence (P35561 whole entry, looked up): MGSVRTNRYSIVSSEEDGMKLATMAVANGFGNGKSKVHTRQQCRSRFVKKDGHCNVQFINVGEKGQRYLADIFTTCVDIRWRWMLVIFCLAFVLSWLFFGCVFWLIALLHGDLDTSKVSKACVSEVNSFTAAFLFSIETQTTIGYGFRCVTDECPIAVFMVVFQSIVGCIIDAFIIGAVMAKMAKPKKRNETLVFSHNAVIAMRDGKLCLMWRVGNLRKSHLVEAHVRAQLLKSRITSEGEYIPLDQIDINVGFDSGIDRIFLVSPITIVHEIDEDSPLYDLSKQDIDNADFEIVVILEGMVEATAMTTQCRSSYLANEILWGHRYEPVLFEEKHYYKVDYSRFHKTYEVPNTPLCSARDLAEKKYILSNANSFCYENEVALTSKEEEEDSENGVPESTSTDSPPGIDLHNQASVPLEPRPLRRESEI
The depositor's hits bear a star; i = inactive; · = no result given.

STK33 kinase inh | KCNQ2 block | Kir21 inh | smiles
3.5 | i | -0.15 | Cc1[nH]c2ccccc2c1C(=O)CSc1nc2ccccc2c(=O)n1CCCN1CCOCC1
· | i | 1.9 | COc1cc(OC)c(/C=N/NC(=O)c2ccc(NC(C)=O)cc2)cc1Br
-1.3 | i | -0.16 | CCOC(=O)C(CC(=O)O)N1CCCCC1 (configuration not stated)
-0.4 | -8.1* | 1.5 | Cc1ccc(-c2cc(C(=O)Nc3cccnc3)c3ccccc3n2)o1
-0.2 | i | -0.06 | O=C(O)CCCN1C(=O)C(=O)/C(=C(/O)c2ccc(Cl)cc2)C1c1ccccc1 (configuration not stated)
-1.0 | i | 0.26 | COc1cccc2cc(/C(=N/O)c3ccc(Br)cc3)oc12
-0.2 | i | -0.94 | O=C(CSCCO)Nc1cccc([N+](=O)[O-])c1
-2.7 | i | 0.55 | COc1ccccc1C(=O)NCCC(=O)Nc1ncccc1O
0.3 | i | 1.1 | Cc1ccccc1-c1nc(CS(=O)(=O)CC(=O)NCCN2CCCC2)c(C)o1
1.0 | i | 1.4 | Cc1ccc(S(=O)(=O)c2ccc(C)cc2)cc1
-0.2 | i | 0.09 | CCN(CC)CCN(C(=O)c1ccc(CN2CCCCC2)o1)C(C(=O)NC1CCCCC1)c1ccc(F)cc1 (configuration not stated)
-1.5 | i | -0.59 | COc1ccccc1N1CCN(C2CCCN(C(=O)c3snnc3C)C2)CC1 (configuration not stated)
-1.2 | -6.4* | 0.43 | COc1cccc(CNC(=O)CCC2CCCN(C(=O)c3cc4ccccc4o3)C2)c1 (configuration not stated)
-0.2 | i | 0.42 | CCn1c(SCc2nc3ccccc3[nH]2)nnc1-c1cccnc1
-1.2 | i | 0.64 | CCOC(=O)c1c(C)[nH]c(C(=O)CN2C(=O)NC(C)(c3ccc4ccccc4c3)C2=O)c1C (configuration not stated)
-2.0 | i | 0.03 | CSCC[C@H](NC(=O)c1cccnc1)c1nnc2ccccn12
-0.7 | i | -0.06 | COCCCNC(=O)C1c2ccccc2Oc2ccccc21
0.1 | i | 0.19 | Cc1cc(C(=O)Nc2cccc(O)c2)co1
-0.2 | i | -1.1 | CCOC(=O)C1CCCN(C(=O)C2CCN(c3nnc(-n4cccc4)s3)CC2)C1 (configuration not stated)
-1.0 | i | -2.8 | CC(=O)c1ccc(NC(=O)CSc2cn[nH]n2)cc1
1.8 | i | -2.9 | CCc1nc(C)cn1S(=O)(=O)c1cc([N+](=O)[O-])ccc1Cl
1.1 | i | 2.3 | COc1ccc2c(C)cc(=O)[nH]c2c1
-0.5 | i | 0.69 | O=C(CCCN1C(=O)CCC1=O)Nc1ccc2c(c1)OCO2
-0.1 | i | -1.1 | COc1cccc(CC2(CO)CCN(Cc3cccn3-c3cccnc3)CC2)c1
2.2 | i | 0.75 | COc1cccc(C(=O)Nc2cc3c(cc2N2CCOCC2)n(C)c(=O)n3C)c1
-2.1 | i | 0.52 | CCC(C(=O)OCC(=O)N(CCOC)c1c(N)n(Cc2ccccc2)c(=O)[nH]c1=O)c1ccccc1 (configuration not stated)
-2.1 | i | -0.9 | CN(Cc1cccnc1)Cc1cn(C)nc1-c1ccc(Oc2ccccc2)cc1
1.1 | i | -0.17 | COc1c(C)cccc1C(=O)Nc1ccc(N2CCOCC2)c(Cl)c1
1.0 | i | 0.01 | Cc1cccc(C(C#N)c2nc3ccccc3nc2C(F)(F)F)c1 (configuration not stated)
-1.4 | i | 0.68 | COC(=O)c1nn(-c2ccccc2)c(Sc2ccc(Cl)cc2)c1/C=N/O
-1.1 | i | -0.96 | Cc1onc(-c2ccccc2)c1C(=O)Nc1cccc2nsnc12
-2.3 | i | 0.71 | O=C(CNC(=O)Cc1ccccc1)N=Nc1c(O)[nH]c2ccccc12
-2.9 | i | -1.2 | NS(=O)(=O)c1ccc(CNC(=O)/C=C/c2c(Cl)cccc2Cl)cc1
-0.4 | i | 0.43 | O=C(CC1CCCCC1)NCc1nc(-c2ccccc2)no1
-2.1 | i | 0.23 | CCCCn1c(N)c(N(CC(C)C)C(=O)c2ccc(COc3ccccc3)o2)c(=O)[nH]c1=O
-1.3 | i | -0.36 | Cc1cccc(NC(=O)C(=O)NNC(=O)c2ccc(C(C)(C)C)cc2)c1
1.0 | i | -0.91 | Brc1ccc2cccnc2c1
-0.8 | i | -0.62 | C/C(=N\OC(=O)c1ccc(Cl)c(Cl)c1)c1sc(C)nc1C
-1.1 | i | 0.58 | CC(Oc1cccc(F)c1)C(=O)/C=C\N(C)C (configuration not stated)
-1.0 | i | 0.41 | Cc1[nH]c2ccccc2c1C(=O)C(=O)N1CCN(c2ccccc2F)CC1
-1.6 | i | -1.2 | N#Cc1cnc(NCc2ccc(Cl)cc2Cl)nc1
0.0 | i | 1.2 | CCOC(=O)c1nn(-c2ccc(OCC)cc2)c2nc(-c3cccc(OC)c3)c(C#N)c(=O)n12
-0.2 | i | 0.05 | Cc1ccccc1NC(=S)N(CCCN1CCCCC1)Cc1ccco1
-1.8 | i | 0.42 | COC(CNC(=O)c1ccc(N2CCC3(CC2)OCCO3)c([N+](=O)[O-])c1)OC
6.2 | i | -6.1* | CC(C)NCC(O)Cn1c2c(c3ccccc31)CCc1c-2cnn1-c1ccccc1 (configuration not stated)
0.4 | i | 0.27 | COc1ccc(C(=O)NCc2ccccc2OC)c(OC)c1
0.1 | i | 2 | O=C(NCc1cccnc1)c1nc(-c2cccs2)no1
-1.7 | i | 0.51 | COc1ccccc1-n1cnnc1SCC(=O)c1cc(C)n(Cc2cccs2)c1C
0.5 | i | 0.05 | CCCCC(=O)Nc1cccc(-c2cn3ccccc3n2)c1
-0.8 | i | -0.9 | CC(C)CC(=O)NC(=S)Nc1nc(-c2ccc(Cl)cc2)cs1
-0.6 | i | -0.18 | O=C(CSCCc1ccccn1)Nc1cccnc1Cl
-0.1 | i | -1.2 | COc1cccc(CC(=O)NC2CCCN(Cc3ccccc3F)C2)c1 (configuration not stated)
0.4 | i | 0.3 | CCCC(=O)Nc1nc(C)c(C(C)=O)s1
-0.2 | i | -2.7 | OC1CCN(Cc2cccc3ccccc23)CC1
0.6 | i | 1.1 | COc1ccccc1CNC(=O)c1sccc1C
-0.2 | i | 0.02 | O=C(CCc1ccccc1)N=C1SC2CS(=O)(=O)CC2N1c1ccc(F)cc1 (configuration not stated)
-0.8 | i | 0.65 | Cc1ccccc1CC(=O)NCc1cccnc1
-0.8 | i | -0.59 | Cc1ccc(NC(=O)CCn2c(=S)oc3ccccc32)cc1
-1.8 | i | 1.1 | COc1ccc(N(CC(=O)NCc2ccccc2OC)S(=O)(=O)c2ccc(C)cc2)cc1Cl
1.7 | i | 1.4 | Cc1ccc(S(=O)(=O)NNC(=O)C2CCN(S(=O)(=O)c3ccc(C)cc3)CC2)cc1

(listing goes on)
STK33 kinase inh | KCNQ2 block | Kir21 inh | smiles
-2.5 | i | 0.44 | O=C(NO)c1ccccc1C(F)(F)F
-1.4 | i | -1.4 | CC(C)N1CCN(Cc2cc(F)ccc2-n2cccn2)CC1CCO (configuration not stated)
0.0 | i | -0.88 | CC(=O)Nc1ccc(NC(=O)CC2Nc3cccc4cccc(c34)NC2=O)cc1 (configuration not stated)
-0.8 | i | -1.1 | Cc1nc2c(Cl)cc(Cl)cc2[nH]1
0.0 | i | 0.36 | Cc1ccccc1OCc1n[nH]c(=S)n1Cc1ccccc1
0.3 | i | -1.4 | CN1CC(c2ccc(C#N)cc2)C2(COc3ccccc3C2=O)C12C(=O)Nc1ccccc12 (configuration not stated)
2.5 | i | 0.5 | CCCc1cc(=O)[nH]c(SCC(=O)N2CCN(S(=O)(=O)c3ccc(Cl)cc3)CC2)n1
-0.7 | i | -0.58 | Cc1nnsc1Sc1cccc(C(F)(F)F)c1
1.5 | i | 1.2 | Cc1ccc(C(=O)NC(C)c2ccc(S(N)(=O)=O)cc2)s1 (configuration not stated)
-0.4 | i | 0.22 | COc1ccccc1N(C(C)=O)c1nc(C)cc(C)c1C#N
-2.0 | i | -1.4 | C#CCNc1ccc([N+](=O)[O-])cc1
-0.6 | i | 1.1 | C=CCNS(=O)(=O)c1ccc(OCC(=O)OCC)cc1
-1.4 | -6.6* | -3.1 | CCn1c(SCc2ccccc2Cl)nc2ccccc21
0.5 | -10* | -9.7* | CC(C)Cn1cnc2c(c(-c3ccccc3)c(-c3ccccc3)n2Cc2ccco2)c1=N
0.8 | i | 0.89 | COc1cc2c(cc1OC)/C(=C/C(=O)c1ccc(F)cc1)NCC2
-0.5 | i | -0.72 | CCC1(c2ccccc2)NC(=O)N(CC(=O)Nc2ccc(S(N)(=O)=O)cc2)C1=O (configuration not stated)
-1.4 | i | -0.94 | CCOC(=O)C1CCN(C(=O)CCNS(=O)(=O)c2cc(Br)cnc2N)CC1
-0.2 | i | 1.6 | CC(C)C(=O)Nc1ccc2oc(-c3cc(F)c(F)cc3Cl)nc2c1
-0.1 | i | -1.6 | COC(=O)CSC1=C(C#N)C(c2ccccc2)CC(=O)N1 (configuration not stated)
-2.3 | i | -3.8 | CCOC(=O)C(=O)Nc1sc(C(=O)N(CC)CC)c(C)c1C#N
-2.0 | i | 1.7 | O=C(NCCCNC(=O)c1cnccn1)c1ccc(Cl)c(Cl)c1
0.4 | i | -1 | O=C1NC(c2ccc3c(c2)OCO3)Nc2ccccc21 (configuration not stated)
-0.4 | i | 0.86 | O=C(CN1CCN(c2ncccn2)CC1)N1CCc2ccccc21
0.1 | i | -0.03 | Cn1c(-c2ccc[nH]c2=O)nc2cc(Cl)ccc21
-1.3 | i | 1.1 | CCN(Cc1cc2cc(C)ccc2[nH]c1=O)S(=O)(=O)c1ccccc1
-1.4 | i | 0.09 | COc1cc(NC(=O)COC(=O)CNS(=O)(=O)c2ccc(F)c(F)c2F)cc(OC)c1
-2.7 | i | -2.5 | S=C1c2ccccc2CN1c1ccccc1
1.1 | i | 0.29 | O=C(Nc1ccc([N+](=O)[O-])cc1)c1cccc(S(=O)(=O)Nc2ccccn2)c1
-1.9 | i | 1.4 | COCC(C)N1CCC(n2nccc2NC(=O)CCCc2ccccc2)CC1 (configuration not stated)
-0.2 | i | -0.09 | COc1ccc(CCc2nc(-c3cccs3)no2)cc1
-1.2 | i | 0.84 | C/C(=N\NC(=O)C1CC1)c1cccnc1
0.3 | i | -1.1 | Cn1nnnc1SCC(=O)Nc1ccc(Cl)cn1
-0.2 | i | -0.05 | Cc1cc2oc(=O)cc(CN3CCCCC3C)c2cc1C (configuration not stated)
-0.6 | i | -1.3 | Cc1noc(C)c1C(=O)Nc1nc(C23CC4CC(CC(C4)C2)C3)cs1
-0.3 | i | -1.4 | NC(=O)CC(NC(=O)c1cccc(Br)c1)c1ccc(NC2CCC2)c([N+](=O)[O-])c1 (configuration not stated)
-0.9 | i | -0.19 | CC[n+]1c(C)sc2c(C)cc(C)cc21
-1.4 | i | -0.47 | Cc1cccc(N2C(=O)CN=C2Nc2nc(C)cc(C)n2)c1
-1.3 | i | 0.05 | NS(=O)(=O)c1ccc(CNC(=O)/C=C/c2ccccc2[N+](=O)[O-])cc1
0.1 | i | -0.17 | O=C(NCc1ccncc1)c1ccc(S(=O)(=O)Nc2ccccc2)cc1
1.1 | i | 1.8 | CCOC(=O)c1c(C)n(CCO)c2ccc(O)cc12
1.4 | i | 0.27 | Cc1ccc2[nH]cc(CCNC(=O)c3cccnc3)c2c1
-1.3 | i | 1.5 | Cc1ccc(NC(=O)c2sc3nc(N)c(C#N)cc3c2N)cc1
-0.6 | i | -0.84 | CC(=O)Nc1cccc2c1C(=O)N(c1ccccc1C)C2=O
-2.1 | i | 0.17 | Cc1ccc(-n2nnnc2SCC(=O)c2c(N)n(CC(C)C)c(=O)n(C)c2=O)cc1
-0.6 | i | 0.71 | CC(C(=O)c1ccc(-c2ccccc2)cc1)[n+]1cccc(Br)c1 (configuration not stated)
-1.1 | i | 1.2 | C=CCc1ccc(OCCOc2cccc(/C=N/n3cnnc3)c2)c(OC)c1
-1.2 | i | -0.95 | CSc1nc2c(c(=O)[nH]c(=O)n2C)n1Cc1ccccc1
-0.5 | i | 1.1 | O=C(COc1cccc2ccccc12)NNC(=O)c1cnccn1
-1.5 | i | 0.29 | O=C1C(=O)N(CNc2ccccn2)c2ccccc21
-1.5 | i | 2.9 | Cc1cccc(CSc2nc(N)c(C#N)c(-c3cccs3)c2C#N)c1
-1.3 | i | -0.45 | COc1ccccc1N1CCN(S(=O)(=O)c2ccc3nc(-c4ccccc4)[nH]c3c2)CC1
-2.1 | i | 0.14 | Cc1cccc(NC(=O)CSc2nnc(CNC(=O)c3ccco3)n2C)c1C
3.3 | i | 0.91 | O=c1[nH]n(-c2ccccc2)c(=O)c(Cl)c1Cl

Quoted at random: 2 records from the list, in no set order.
STK33 kinase inh | KCNQ2 block | Kir21 inh | smiles
-0.6 | i | 0.71 | CC(C(=O)c1ccc(-c2ccccc2)cc1)[n+]1cccc(Br)c1 (configuration not stated)
-1.3 | i | 1.5 | Cc1ccc(NC(=O)c2sc3nc(N)c(C#N)cc3c2N)cc1

A draw from above in order of number of heavy atoms, low to high.
STK33 kinase inh | KCNQ2 block | Kir21 inh | smiles
-2.0 | i | -1.4 | C#CCNc1ccc([N+](=O)[O-])cc1
-1.1 | i | 0.58 | CC(Oc1cccc(F)c1)C(=O)/C=C\N(C)C (configuration not stated)
0.1 | i | 2 | O=C(NCc1cccnc1)c1nc(-c2cccs2)no1
-0.6 | i | 0.71 | CC(C(=O)c1ccc(-c2ccccc2)cc1)[n+]1cccc(Br)c1 (configuration not stated)
-1.9 | i | 1.4 | COCC(C)N1CCC(n2nccc2NC(=O)CCCc2ccccc2)CC1 (configuration not stated)
-0.2 | i | -1.1 | CCOC(=O)C1CCCN(C(=O)C2CCN(c3nnc(-n4cccc4)s3)CC2)C1 (configuration not stated)
